Compound activity: PubChem BioAssay, several laboratories
Autophagy mod: autophagy modulation, high-content screen; MEF GFP-LC3 puncta imaging; test concentration mostly 10 µM; calls only at 10 µM (by protocol); hit rate 0.98% among 190,000; AID 463193;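 active = percentage of spot-positive cells more than 3 SD above its plate mean, without a fluorescence outlier flag or 80% toxicity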;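 also: spot-positive cell cutoff set from DMSO-treated cells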
ER stress rescue: protection against thapsigargin-triggered cell killing – 384-well, CSM14.1, ATP luminescence, primary screen (AID 1222); CSM14.1 thapsigargin-induced death rescue, ATP luminescence; higher % means a stronger effect; cellular ATP content (survival), % at 20 µM; hits with a dose series show EC50 in µM; 190,000 tested, under 10 active;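 active = EC50 below 50 µM in the dose-response confirmation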;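 also: death triggered by thapsigargin at about 15 µM added after 2 h compound pretreatment; cell ATP read after overnight thapsigargin exposure of roughly 18 to 22 hours; normalized against plate controls of thapsigargin alone and 5% DMSO vehicle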
P. falciparum M17LAP: P. falciparum M17LAP inhibitors, primary screen, biochemical, fluorogenic H-Leu-NHMec substrate, 1536-well (AID 1619). hit rate 0.38% among 220,000. recombinant M17LAP, H-Leu-NHMec fluorogenic kinetic assay; higher % means a stronger effect. inhibition, % at 30 µM; hits with a dose series show IC50 in µM;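 active = compound inhibiting the enzyme by more than half at any dose during confirmatory dose-response retesting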;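 also: plate controls were full reaction with DMSO carrier for no effect and no enzyme background for full effect; strong numbers were not always called active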
MT stabilizer: stabilizes microtubules in HeLa cells; HeLa tubulin immunostaining HCS, 24 h; share of cells brighter than vehicle mean+2SD; % tubulin-high responders, % at 10 µM; hit rate 0.83% among 200,000;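 active = plate Z-score above 3 for both tubulin-high and condensed-nucleus cell shares, with cell loss under 80%, at 10 µM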;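 also: anti alpha tubulin signal scored within the nucleus-defined area of each cell; some results filed as inactive read as strong as hits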
Dynein transport: dynein cargo transport inhibition. 3617.4 mouse cells, GR-EGFP nuclear translocation imaging; test concentration mostly 20 µM; stimulated with dexamethasone, 1 µM; active compounds read low. z-score, hits read low. hit rate 0.47% among 220,000;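 active = plate z-score of nuclear minus cytoplasmic receptor signal below a set negative limit, without overly bright fluorescence or cell loss, cut at about -3.5 in these data, passing the limit was not always enough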;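 also: z-score of nuclear minus cytoplasmic ring GR-EGFP intensity difference per well; some compounds called inactive have numbers as strong as hits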
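Buffer or medium: Induction medium lacking tetracycline, stripped serum | Also added: Dexamethasone agonist, 1.0 µM final, for 30 min | Timing: 48 h induction, 1 h compound, 30 min dex at 37 °C | Detection: Formaldehyde fixation, Hoechst nuclear stain, 10x automated fluorescence imaging | Measure: Nuclear versus cytoplasmic GR-EGFP signal, averaged per well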
M1AAP inhibition: P. falciparum M1AAP inhibitors, biochemical, fluorogenic H-Leu-NHMec substrate, 1536-well (AID 1445); recombinant M1AAP, H-Leu-NHMec fluorogenic kinetic assay; higher % means a stronger effect; hit rate 0.42% among 220,000; one-dose inhibition, % at 30 µM; IC50 in µM for titrated hits;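 active = primary inhibition above the hit cutoff, then over 50% inhibition at one or more dose response concentrations, cut at about 23% in these data, passing the limit was not always enough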;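 also: plate controls were DMSO full reaction for no effect and no enzyme background for full effect; strong numbers were not always called active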
Insulin prom up: MIN6 insulin promoter up-regulation. hit rate 0.3% among 190,000. z-score at 5 µM. MIN6 insulin promoter-GFP reporter, high-content imaging; active compounds read high;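 active = z-score above 3 at 5 µM with at least 500 cells counted in the well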
b-catenin transl: modulators of beta-catenin nuclear translocation; AID 1665; HeLa beta-catenin nuclear translocation, immunofluorescence imaging; hit rate 0.3% among 190,000; nuclear translocation activity, % at 5 µM;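 active = nuclear translocation activity above 50% at 5 µM, with a well cell count of 50 or more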;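 also: per-cell ratio of nuclear to cytoplasmic median beta-catenin stain intensity; plate controls were DMSO negative control for no effect and GSK-3 inhibitor IX positive control for full effect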
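Test system: HeLa cells, endogenous beta-catenin; Compound: single 5 µM dose plus 0.02–20 µM confirmation series; Times: compound exposure 24 h at 37°C; Signal: fluorescence imaging of beta-catenin antibody stain plus DAPI; Read-out: % activation, nuclear-to-cytoplasmic median beta-catenin signal ratio per cell.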
K1F lysis inhibition: protection from phage-mediated lysis, alamar blue read-out – E. coli UTI89, K1F phage, bacterial capsule biogenesis inhibitors (AID 488966). E. coli UTI89 K1F phage lysis, alamar blue, 2 h; higher % means a stronger effect. hit rate 0.02% among 340,000. one-dose inhibition, % at 100 µM; IC50 in µM for titrated hits;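 active = phage lysis inhibition, versus mean bacterial control, above a set limit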;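 also: capsule biogenesis inhibitors block K1F phage lysis so surviving cells raise fluorescence; higher fluorescence means more inhibition of phage lysis; actives were called in the ten point dose series up to 300 µM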
Dynein transport cytoplasmic EGFP: second read-out of Dynein transport, no call of its own (marks repeat the call); z-score; measured here: cytoplasmic GR-EGFP intensity; active compounds read high
Dynein transport nuclear GR-EGFP: second read-out of Dynein transport, no call of its own (marks repeat the call); z-score; measured here: nuclear GR-EGFP intensity;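 lower value marks the stronger effect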
Dynein transport cell count: recorded beside Dynein transport, whose call it bears; z-score; measured here: cell count per field
Insulin prom up cell count: further read-out of Insulin prom up, marked with its call; cell count; measured here: cytotoxicity, nuclei count;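 total cells summed across four imaged fields per well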
b-catenin transl cell count 5 µM: second read-out of b-catenin transl, no call of its own (marks repeat the call); cell count; measured here: cell count, cytotoxicity flag
MT stabilizer Hoechst-high %: also measured in MT stabilizer; calls as there; % Hoechst-high responders; measured here: nuclear condensation Hoechst responders;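 share of cells brighter than vehicle mean plus two SD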
MT stabilizer cytotoxicity %: further read-out of MT stabilizer, marked with its call; toxicity, %; measured here: cytotoxicity by cell density;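 0% = mean cell density of plate MIN control wells and 100% = no cells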
Autophagy mod cell loss 18 h: recorded beside Autophagy mod, whose call it bears; toxicity, %; measured here: cell loss, nuclei count;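 cell loss after 18 h compound exposure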
* hit, by the source's call; i = inactive; x = no result given; [ ] = remark or other dose. Rows were taken by chance (roughly 2.9% active in at least one column).

SMILES	Autophagy mod	Autophagy mod cell loss 18 h	ER stress rescue	P. falciparum M17LAP	MT stabilizer	MT stabilizer Hoechst-high %	MT stabilizer cytotoxicity %	Dynein transport	Dynein transport cytoplasmic EGFP	Dynein transport nuclear GR-EGFP	Dynein transport cell count	M1AAP inhibition	Insulin prom up	Insulin prom up cell count	b-catenin transl	b-catenin transl cell count 5 µM	K1F lysis inhibition
CCOC(=O)c1c(C)n(C)c2cc(Br)c(O)c(O)c12	x	x	x	8%	x	x	x	1.4	-0.24	0.54	-1.4	3%	-0.18	1122	0.7	1276	-0.8%[50 µM]
Brc1ccc(-c2ccc(/C=N/Nc3nc4ccccc4[nH]3)o2)cc1	i	0	-2.1%	4%	2.5	4.1	7.6	-0.61	-0.14	-0.0052	1.8	3%	-0.53	931	1.3	1079	1.9%
Cc1ccc(C)c(NC(=O)CSc2nnc(CCCCCNC(=O)OC(C)(C)C)o2)c1	i	6	-1.6%	-2%	3.1	2.2	10	-0.59	-0.22	0.067	0.38	4%	0.27	1730	1.7	1028	0.2%
COC(=O)Nc1ccccc1C(=O)N1CCCCC1	i	-5	-1.4%	-1%	4.1	2.8	3.5	-1.3	0.045	-0.77	-1.9	1%	-0.49	1260	1.1	1006	0.0%
O=C(/C=C/c1cccc([N+](=O)[O-])c1)NCCSCc1cccc(Cl)c1	i	-6	0.8%	-2%	2.3	3.3	2.0	-0.22	-0.25	-0.066	0.56	3%	-0.25	1282	-0.3	1153	0.3%
c1ccc2[nH]c(SCc3ccc(-c4nnco4)cc3)nc2c1	i	48	1.6%	5%	2.0	1.2	6.7	-0.43	-0.16	-0.19	0.4	9%	-1.1	1241	-6.2	1055	1.8%
O=C(NCC1CCCO1)c1ccccc1-c1nc(-c2ccc(Cl)cc2)no1 (stereo unspecified)	i	2	-3.5%	12%	1.7	2.0	9.3	-0.34	-0.23	-0.28	1.2	-4%	x	x	2.2	908	2.4%
CNC(=O)CSc1nnc(-c2ccccc2F)n1CCc1ccccc1	x	x	x	-8%	x	x	x	0.64	-0.24	0.3	-1.1	-1%	0.91	1385	-0.1	1328	-0.1%
Cc1nc2c(C)cccn2c1C(=O)c1ccccc1	i	2	0.0%	15%	4.6	2.0	8.2	-0.61	-0.2	-0.31	0.23	9%	0.82	911	x	x	-0.5%
Cc1ccc(NC(=S)Nc2ccc3[nH]c(=O)[nH]c3c2)cc1C	x	x	x	2%	x	x	x	0.27	0.26	0.12	-0.015	11%	-0.63	1451	-3.3	1203	0.1%
Cc1cccc(OCC(O)CN2CC3(C)CC2CC(C)(C)C3)c1 (stereo unspecified)	i	-15	-0.6%	4%	3.7	3.8	11	-0.72	-0.3	-0.62	0.51	0%	-0.9	1323	5.2	479	0.1%
COc1ccc(CCNC(=O)c2cc(-c3ccc(Cl)c(Cl)c3)oc2C)cc1	i	-11	3.0%	9%	4.7	1.3	2.6	0.78	-0.18	0.22	-0.52	1%	1.2	1489	-0.4	1070	-7.0%
O=C(Nc1cccc2cccnc12)c1cccnc1	i	-4	-1.9%	8%	3.6	1.9	6.8	-1.1	-0.24	-0.61	0.95	-6%	0.6	1242	-0.4	1081	5.7%
COc1ccc(CN2C(=O)NC3(CCCCC3)C2=O)cc1F	i	1	0.5%	4%	2.1	2.9	11	0.94	-0.26	0.98	-1	-2%	0.17	838	-3.0	1197	-0.3%
C#CCN1C(=O)C(O)(CC(=O)c2cc(OC)ccc2OC)c2ccccc21 (stereo unspecified)	i	-4	1.3%	-1%	2.7	2.8	6.9	-1.3	0.89	-0.47	-0.0033	12%	-0.46	1273	-1.5	1066	0.9%
Cc1ccc(/C=C/C(=O)O)cc1S(=O)(=O)NCC1CCCO1 (stereo unspecified)	i	-4	0.4%	8%	2.9	3.3	6.5	0.29	-0.36	0.63	0.07	9%	0.92	1548	-3.8	972	0.8%
O=C(NCCNc1ccc([N+](=O)[O-])cc1)c1ccccc1Br	i	-2	-0.1%	23%	1.7	1.5	10	0.029	-0.22	-0.39	-0.47	9%	0.65	1600	-0.4	1366	0.2%
Cc1c(/C(O)=C2/C(=O)C(=O)N(CCN3CCOCC3)C2c2cccnc2)cnn1-c1ccccc1 (stereo unspecified)	i	1	3.9%	20%	2.9	2.0	7.8	-0.46	-0.24	-0.092	0.45	-1%	-0.25	1252	0.6	1140	0.3%
Cc1nnc(SCC(=O)O)s1	i	4	0.2%	-1%	1.8	2.1	6.4	0.011	-0.31	-0.073	0.77	5%	x	x	-0.3	1527	0.9%
O=C(NCCc1ccccc1)C1CCCN(S(=O)(=O)c2cccnc2)C1 (stereo unspecified)	i	-2	-1.2%	-13%	1.5	1.2	4.2	0.16	-0.21	0.26	-0.085	2%	0.23	1186	0.6	717	2.6%
COc1ccc(N/C(N)=N/c2nc(C)cc(C)n2)c(OC)c1	i	13	-0.7%	0%	4.2	1.5	1.5	-0.66	-0.28	-0.14	0.025	3%	-1.9	1318	0.5	1521	0.1%
CC(C)(C)NC(=O)CSc1nncn1-c1ccccc1	i	-1	1.9%	-5%	3.0	1.6	1.3	0.85	-0.2	0.51	-0.51	13%	-1.6	829	-0.3	1215	2.0%
COc1nc(N=C(N)N)nc2c(C)cccc12	i	-27	-1.8%	-128%	4.6	2.7	2.9	0.83	-0.27	0.53	-0.79	22µM*	x	x	x	x	0.1%
COc1ccc(CCNC(=O)CSc2nnc(Cc3cccn3C)n2C)cc1OC	i	7	-1.4%	4%	2.9	2.5	11	-1.1	-0.27	-0.49	0.64	-4%	x	x	3.0	568	0.0%
Cn1c(=O)cc(SCC(=O)N2CCN(c3ccccc3)CC2)c2ccccc21	i	-2	0.8%	4%	3.1	2.5	11	0.0058	-0.12	0.021	0.86	0%	-0.21	980	x	x	-0.2%
CC(=O)Nc1ccc(NC(=O)[C@@H]2CCCN2S(=O)(=O)c2ccc3c(c2)OCCO3)cc1	i	-2	0.0%	3%	1.9	2.0	5.0	0.9	-0.22	0.35	-0.071	-15%	-0.07	1650	0.3	1103	0.4%
Cc1c(Br)c(=O)oc2c(Br)c(O)ccc12	i	21	x	-36%	2.4	2.2	5.7	0.014	-0.28	0.29	-0.96	16%	1.3	948	-0.2	1054	0.0%
Cc1ccc(S(=O)(=O)Nc2ccc(S(=O)(=O)Nc3cc(C)nc(C)n3)cc2)cc1	i	-2	-0.8%	13%	2.1	2.1	7.6	-0.47	-0.25	-0.28	0.37	10%	-0.38	1453	1.8	1343	-0.4%
Cc1ccc(-n2c(=O)c3sccc3n(Cc3cc(=O)n4ccccc4n3)c2=O)cc1	i	-10	-0.6%	-11%	2.0	2.8	4.1	-0.67	-0.27	-0.63	0.66	4%	1.4	1513	-0.3	1114	0.8%[50 µM]
CC(CC(=O)NC1CCSC1=O)c1ccccc1 (stereo unspecified)	i	-1	x	12%	1.8	1.8	13	-0.8	-0.25	-0.26	0.64	-1%	0.25	1187	-0.2	1117	0.0%
c1ccc2[nH]c(CN3CCCCCC3)nc2c1	i	-1	x	9%	4.6	2.4	1.2	-0.44	-0.2	-0.41	0.65	-2%	-0.14	1052	0.4	972	5.7%
C/C(=N\NC(=O)c1cccc(S(=O)(=O)N2CCCCC2)c1)c1ccc(C)o1	i	9	-1.1%	14%	5.2	1.8	0.9	-0.026	-0.21	0.095	-0.73	-1%	-0.12	1206	x	x	-1.7%
NS(=O)(=O)c1ccc(NC(=O)c2cc(Cl)ccc2Cl)cc1	i	-1	-0.7%	7%	4.0	1.9	3.2	0.13	0.18	-0.38	-0.039	18%	0.35	1722	-1.8	1075	-0.4%
CCCNC(=O)NC(=O)COC(=O)CNS(=O)(=O)/C=C/c1ccccc1	i	3	0.1%	8%	2.0	1.6	1.9	0.15	-0.28	-0.054	-0.68	4%	-0.48	1282	-3.0	1152	0.8%
COc1ccc(NC(=O)Nc2sc(=S)n(C)c2C)cc1	i	-1	-0.9%	2%	3.5	1.3	7.6	-0.47	0.72	-0.21	0.57	0%	x	x	-1.4	1546	-0.2%
CC(C)N1CCN(Cc2nc3c(s2)CCCC3)CC1CCO (stereo unspecified)	i	-1	0.1%	-5%	2.9	1.5	13	0.39	-0.26	-0.14	-0.51	-1%	0.35	1445	0.1	1551	0.3%
COc1ccc(CC(=O)Nc2ccccc2NC(=O)c2ccco2)cc1OC	i	9	-0.4%	-3%	2.2	1.9	6.9	-0.71	-0.25	0.023	0.25	2%	0.83	1560	2.8	854	0.2%
NS(=O)(=O)c1ccc(CCNc2nc(CN3CCOCC3)nc3sc4c(c23)CCC4)cc1	i	1	0.5%	x	3.2	2.7	9.8	0.96	-0.1	0.42	0.37	x	-1.2	1045	-4.7	956	0.1%

Part of the list above in a different format.
mol,Autophagy mod,Autophagy mod cell loss 18 h,ER stress rescue,P. falciparum M17LAP,MT stabilizer,MT stabilizer Hoechst-high %,MT stabilizer cytotoxicity %,Dynein transport,Dynein transport cytoplasmic EGFP,Dynein transport nuclear GR-EGFP,Dynein transport cell count,M1AAP inhibition,Insulin prom up,Insulin prom up cell count,b-catenin transl,b-catenin transl cell count 5 µM,K1F lysis inhibition
CCCNC(=O)NC(=O)COC(=O)CNS(=O)(=O)/C=C/c1ccccc1,i,3,0.1%,8%,2.0,1.6,1.9,0.15,-0.28,-0.054,-0.68,4%,-0.48,1282,-3.0,1152,0.8%
COc1ccc(NC(=O)Nc2sc(=S)n(C)c2C)cc1,i,-1,-0.9%,2%,3.5,1.3,7.6,-0.47,0.72,-0.21,0.57,0%,x,x,-1.4,1546,-0.2%
